Source: PubChem
ER stress death: protection against thapsigargin ER stress killing – CSM14.1 cells, ATP luminescence, primary screen; relative survival (cellular ATP), % at 15 µg/mL (by protocol); AID 1010, 2008; 0.33% of 48,000 active; CSM14.1 thapsigargin ER stress survival;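 active means survival measured by cellular ATP above 50% at 15 µg/ml in the first screen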;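 further: cell death triggered by about 15 µM thapsigargin; ATP read 24 h after thapsigargin was added; plate controls were thapsigargin with DMSO for no effect and DMSO without thapsigargin for full effect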
Starred values were filed as active, the others as inactive. The list is partial, so the mix of outcomes need not match the whole.

SMILES	ER stress death
Oc1cccc(-n2c(O)c(/C=C3\C=Nc4ccccc43)sc2=S)c1	0.4
C=CS(=O)(=O)c1ccc(C(C)(C)C)cc1	0.4
CC(C)N(Cc1ccccc1)C(=O)/C=C/c1cccc([N+](=O)[O-])c1	2.8
Cc1ccc(S(=O)(=O)CCc2nc3ccccc3o2)cc1C	2.2
Cc1ccc(OC(=O)c2ccc(Br)o2)cc1	0.1
COc1ccc(C(=O)Nc2ccc(Cl)c(-c3nc4ccccc4s3)c2)cc1[N+](=O)[O-]	8.5
O=C1O/C(=C\C(=O)N2CCOCC2)c2ccccc21	11.8
NC(=O)c1c(NC(=O)CN2C(=O)c3ccccc3C2=O)sc2c1CCC2	8.3
COc1ccc(CC(=O)O/N=C(\N)c2ccncc2)cc1OC	10.0
O=C(O)C(Cc1ccccc1)N1C(=O)/C(=C/c2cccs2)SC1=S (stereo not drawn)	-7.2
O=C(Nc1ccc(Sc2ccc([N+](=O)[O-])cc2)cc1)c1cccs1	3.1
COc1cc(/C=C(/C#N)C(=O)Nc2cccc(Br)c2)cc(OC)c1O	4.1
O=C(O/N=C(\c1ccncc1)c1ccc([N+](=O)[O-])cc1)c1ccc(Oc2ccccc2)cc1	10.6
O=C(O)c1ccccc1C(=O)Nc1nncs1	4.2
O=C(NCCCn1ccnc1)C12CC3CC(CC(C3)C1)C2	0.7
CCOC(=O)C(C(=O)Nc1ncccn1)C1CCCCC1 (stereo not drawn)	10.4
Cc1ccccc1/C=C1/NC(=S)NC1=O	0.2
CCCCOc1ccc(S(=O)(=O)n2nc(C)cc2C)cc1	0.7
Cn1ccnc1SCC(=O)c1ccc(Cl)cc1	-3.0
O=C1CCCc2c1n(CC(O)CO)c1ccccc21 (stereo not drawn)	-0.6
O=C(Nc1nnc(CSCc2ccccc2F)s1)C1CCCCC1	-8.3
COc1ccccc1NC(=O)c1ccccc1N(Cc1ccccc1)S(=O)(=O)c1ccccc1	3.5
O=C(NCCO)/C(=C\c1cccc(Br)c1)NC(=O)c1ccccc1	6.3
CC(NC(=O)CN1CCN(C)CC1)C1CC2CCC1C2 (stereo not drawn)	-1.8
CCOC(=O)c1c(-c2ccc(C)cc2)csc1NC(=O)C(C)(C)C	0.9
O=C(Nc1nnc(COc2ccc(Cl)cc2Cl)s1)c1ccco1	15.6
Oc1ccccc1-c1cc(-c2ccccc2)nc(N/N=C/c2ccc(F)cc2)n1	12.5
CC1(C)C2=C([N+](=O)[O-])CN(c3ccccc3)CN2C(C)(C)N1[O]	9.8
CC(=O)Nc1ccc(-c2nc(-c3ccccc3)c(-c3ccc(Br)cc3)[nH]2)cc1	-3.0
CC1=C(C(=O)OC(C)C)C(c2ccccc2C(F)(F)F)CC(=O)N1 (stereo not drawn)	2.0
CCOC(=O)c1c(C)oc2c(F)c(C(F)(F)F)c(F)c(F)c12	-1.0
COC(=O)c1ccc(C2CC(=O)Nc3c2cc(Br)c2ccccc32)cc1 (stereo not drawn)	2.7
O=C(NCc1cccnc1)c1ccc(-c2cc(Cl)ccc2Cl)o1	16.7
Nc1ccc2nc(SCc3ccc(Br)cc3)sc2c1	-8.3
Cn1c(=O)c2c(ncn2CC(=O)NNC(=S)Nc2ccccc2)n(C)c1=O	6.9
N#C/C(=C\c1ccco1)c1nc(-c2ccccc2)cs1	5.7
COCCOC(=O)c1c(C)oc2ccc(OCc3ccccc3F)cc12	0.8
COc1ccc(NC(=O)c2c(NC(=O)c3ccc([N+](=O)[O-])cc3)sc3c2CCCC3)cc1	6.9
COc1ccc(OC)c(NC(=S)NC(NC(=O)c2ccc(C)cc2)C(Cl)(Cl)Cl)c1 (stereo not drawn)	0.3
COc1ccc(NC(=O)CN2C(=O)c3ccccc3C2=O)cc1O	8.6
O=C1CC(c2ccc(Cl)cc2)CC2=C1C(c1ccc(C(F)(F)F)cc1)Nc1ccccc1N2 (stereo not drawn)	6.7
COc1ccc2c(c1OC)C(=O)N(c1cccc(C)c1)C2	-0.7
O=[N+]([O-])c1cccc(S(=O)(=O)Nc2ccc(Oc3ccccc3)cc2)c1	14.3
CCC1=NC(C(F)(F)F)(C(F)(F)F)N=C(N2CCCCC2)O1	8.7
CCOc1ccc(NC(=O)CN(Cc2ccccc2)S(=O)(=O)c2ccc(OC)cc2)cc1	4.6
CCOc1ccccc1N1CCN(C(=O)Nc2ccc(Cl)c(Cl)c2)CC1	3.6
COc1ccc(-c2nc(-c3ccc(Cl)cc3)no2)cc1	2.6
CCOc1ccc(-c2cnc(N)nc2N)cc1	-8.1
C/C(=N\NC(=O)c1cc(C2CC2)[nH]n1)c1ccc(C)cc1	-7.3
CCN(CC)S(=O)(=O)c1ccc2c(c1)C(=Cc1ccccc1)c1cc(S(=O)(=O)N(CC)CC)ccc1-2	2.4
COC(=O)c1cc(NC(=O)COc2ccc(Br)cc2)cc(C(=O)OC)c1	6.1
CCc1cccc(C)c1NC(=O)c1ccc(OC)c([N+](=O)[O-])c1	0.7
Cc1cc2c(cc1C)N(C(=O)CN1C(=O)c3ccccc3C1=O)C(C)(C)c1ssc(=S)c1-2	11.2
CCC1=NN(C(=O)c2ccc([N+](=O)[O-])cc2)C(O)(c2ccncc2)C1 (stereo not drawn)	7.1
O=C(Nc1ccc(NC(=O)c2ccc(Br)cc2)cc1)c1ccc(Cl)cc1	11.0
O=C(NCCN1CCOCC1)c1cc2nc(-c3ccc([N+](=O)[O-])cc3)cc(C(F)(F)F)n2n1	3.3
COc1ccc(CNC(=O)C(=O)NCc2ccc(C)cc2)cc1	4.3
Cc1cccc(N2C(=O)/C(=C/c3ccc(Br)cc3)SC2=S)c1	-1.9
NCC(O)(c1ccc(Cl)cc1)c1ccc(Cl)cc1	-6.1
COc1cc(C(=O)NCCCNc2ccc([N+](=O)[O-])cc2)cc(OC)c1OC	-0.6

(list continues)
SMILES	ER stress death
CS(=O)(=O)c1ccc2nc(NC(=O)c3ccco3)sc2c1	-4.1
Cc1ccccc1CN1CCN(S(=O)(=O)c2ccc(Cl)cc2)CC1	-0.7
CCOC(=O)CN1C(=O)/C(=C2\SC(=S)N(c3ccccc3)C2=O)c2ccccc21	2.4
Cc1ccc(-c2cc(-c3cc(Cl)ccc3O)[nH]n2)cc1	-7.5
COc1ccccc1NC(=O)c1cc(I)ccc1Cl	8.9
CCC(Sc1nc(C)cc(C)n1)C(=O)Nc1ccc([N+](=O)[O-])cc1 (stereo not drawn)	10.0
O=C(COc1ccc(Br)cc1)Nc1ccc(Cl)c(Cl)c1	-4.4
CN(C)c1nc(-c2ccccc2)cc(-c2ccccc2)n1	2.3
Clc1ccccc1-c1nc(NCc2ccccc2)c2ccccc2n1	5.4
CCOc1ccccc1NC(=O)c1c(NC(=O)c2ccccc2F)sc2c1CCCCC2	12.5
O=C(c1cccnc1)N1N=C(c2ccccc2)CC1(O)C(F)(F)C(F)(F)C(F)(F)F (stereo not drawn)	2.3
COc1cccc(-n2c(C=C3C(=O)N(C)c4ccc(Br)cc43)nc3ccccc3c2=O)c1	-3.1
CN(C)CCC(=O)c1cccc([N+](=O)[O-])c1	-6.8
CCOC(=O)CONC(=NCc1ccccc1)c1nonc1N	13.3
Cc1nc(NC(=O)c2ccc(Cl)cc2[N+](=O)[O-])sc1C	1.2
CCOC(=O)c1cn(CC)c2cc(Cl)c(-c3ccco3)c(Cl)c2c1=O	6.6
COCCCNCCOCCOc1ccc(Cl)cc1C	-6.7
CCOC(=O)c1ccc(-n2sc3c(c2=S)-c2ccccc2NC3(C)C)cc1	6.6
COc1cc(OC)c(/C=C2/SC(NC(C)=O)=NC2=O)cc1Br	1.1
CCC1CCc2c(sc(NC(=O)c3cnccn3)c2C(N)=O)C1 (stereo not drawn)	1.7
CCOC(=O)C1=C(O)/C(=C/c2ccc(N(C)C)cc2)SC1=Nc1cccc(Cl)c1	17.3
Cc1nc2c(C)c(-c3ccccc3)nn2c(C)c1Cl	4.5
O=C(N/N=C/c1cc(O)ccc1[N+](=O)[O-])c1ccccn1	12.0
CC(C)(C)c1ccc(-c2nc(-c3cccc([N+](=O)[O-])c3)no2)cc1	24.7
CCOC(=O)c1c(N)c(C#N)n2c1CCC2	0.0
O=C1C2C(C(=O)N1c1ccc(Br)cc1)N1CCCN1C2c1cccc([N+](=O)[O-])c1 (stereo not drawn)	0.0
CCc1ccc(N2CC(C(=O)Nc3cccc(C)c3C)CC2=O)cc1 (stereo not drawn)	-1.4
COc1cc(/C=N\n2nnnc2N)ccc1OCc1ccc(C)cc1	3.7
CC1(C)Cc2ccccc2/C(=C(\Cc2ccccc2)C(N)=O)N1	4.5
COc1ccccc1CNC(=O)/C=C/c1cccc([N+](=O)[O-])c1	8.9
Cc1cc(C)c(-c2csc(NC(=O)c3ccc(Cl)cc3Cl)n2)c(C)c1	3.1
C/C(=C\C(=S)Nc1ccccc1)Nc1ccc(Cl)cc1	-7.7
O=C1C2C3C=CC(C3)C2C(=O)N1c1cc([N+](=O)[O-])ccc1O (stereo not drawn)	-3.7
C=CCn1c(C(C)O)nc2ccccc21 (stereo not drawn)	4.5
COc1cc(/C=N/n2nnnc2N)cc(OC)c1OC	1.4
COc1cc(OC)c(-c2nc(-c3ccccc3)c(-c3ccc([N+](=O)[O-])cc3)[nH]2)cc1OC	-1.9
CCc1cc(C)cc(OCCOc2ccc(/C=c3\sc4nc5ccccc5n4c3=O)cc2)c1	3.5
COc1ccc(OC)c(C2C(C(=O)OCCc3ccccc3)=C(C)NC3=C2C(=O)CCC3)c1 (stereo not drawn)	11.3
CCOc1cc(/C=C2/NC(=S)NC2=O)ccc1OCc1ccc(Cl)cc1	11.0
COc1ccc(/C(N)=N/OC(=O)c2ccc(Cl)cc2)cc1	4.8
CCOC(=O)c1c(-c2ccc(Cl)cc2)csc1NC(=O)C1CC=CCC1C(=O)O (stereo not drawn)	8.8
Nc1n[nH]c(N)c1N=Nc1ccc(F)cc1	-4.3
CC(=O)NC(CCC(=O)OCc1ccccc1)C(=O)Nc1ccc(C)cc1 (stereo not drawn)	4.7
COc1ccccc1CNC(=O)C(=O)NCC1CCCO1 (stereo not drawn)	-6.2
Brc1cc2c(cc1/C=N/Nc1nc(N3CCOCC3)nc(N3CCOCC3)n1)OCO2	10.8
Cc1c(Cl)cccc1N1C(=O)c2ccccc2C1=O	3.8
Cc1cccc(C)c1NC(=O)C1CC(=O)N(c2ccc(Br)cc2)C1 (stereo not drawn)	-2.5
C/C(=N\NC(=O)COc1ccccc1C)c1ccc(Br)cc1	10.4
CCOc1ccccc1C1C(C(=O)OC)=CNC=C1C(=O)OC	4.3
C/C(=N\Nc1cc(-c2ccccc2)nc(C)n1)c1ccc(O)cc1	-7.6
O=S1(=O)CCC(NC(=S)N/N=C/c2cccc3ccccc23)C1 (stereo not drawn)	7.7
COC(=O)C1=NN(C(=O)OC(C)(C)C)C(O)(C(C)(C)C)C1 (stereo not drawn)	11.8
COc1ccc(N/C=C(\C#N)C(N)=O)cc1	11.3
O=C(CN1CCOCC1)NCC12CC3CC(CC(C3)C1)C2	-0.4
CCOc1ccccc1C=Nc1ccccc1C(=O)Nc1ccccc1	8.4
O=C(Nc1ccc(-c2nc3ccccc3[nH]2)cc1)c1cccs1	-20.1
Cc1cccc(C(C)C)c1NC(=O)Nc1cccc(Cl)c1	5.5
COc1ccc(C(=O)N(CCCCN2C(=O)c3ccccc3C2=O)c2ccc(C)cc2)cc1OC	10.0
CC(C)NC(=O)c1ccc(Cl)c([N+](=O)[O-])c1	2.2
O=C(/C=C/c1ccccc1)Nc1ccc(-c2nc3ccccc3o2)c(O)c1	1.0

Structural class, the compounds so far with fluorine
SMILES	ER stress death
O=C(Nc1nnc(CSCc2ccccc2F)s1)C1CCCCC1	-8.3
Oc1ccccc1-c1cc(-c2ccccc2)nc(N/N=C/c2ccc(F)cc2)n1	12.5
CC1=C(C(=O)OC(C)C)C(c2ccccc2C(F)(F)F)CC(=O)N1 (stereo not drawn)	2.0
CCOC(=O)c1c(C)oc2c(F)c(C(F)(F)F)c(F)c(F)c12	-1.0
COCCOC(=O)c1c(C)oc2ccc(OCc3ccccc3F)cc12	0.8
O=C1CC(c2ccc(Cl)cc2)CC2=C1C(c1ccc(C(F)(F)F)cc1)Nc1ccccc1N2 (stereo not drawn)	6.7
CCC1=NC(C(F)(F)F)(C(F)(F)F)N=C(N2CCCCC2)O1	8.7
O=C(NCCN1CCOCC1)c1cc2nc(-c3ccc([N+](=O)[O-])cc3)cc(C(F)(F)F)n2n1	3.3
CCOc1ccccc1NC(=O)c1c(NC(=O)c2ccccc2F)sc2c1CCCCC2	12.5
O=C(c1cccnc1)N1N=C(c2ccccc2)CC1(O)C(F)(F)C(F)(F)C(F)(F)F (stereo not drawn)	2.3
Nc1n[nH]c(N)c1N=Nc1ccc(F)cc1	-4.3

Next entries:
SMILES	ER stress death
Cc1cccn2c(=O)c(C=O)c(N3CCC(C)CC3)nc12	6.5
COc1ccccc1C(NC(=O)Cc1ccccc1)c1c(OC(C)=O)ccc2ccccc12 (stereo not drawn)	14.6
C=CCc1ccccc1OCCn1cc(/C=C2/SC(=S)N(C)C2=O)c2ccccc21	2.2
Cc1ccc(/C=C2\SC(=S)N(CCc3ccccc3)C2=O)cc1	7.1
O=C(Nc1ccc(Br)cc1)C1C(c2ccccc2)=C1c1ccccc1	-1.1
COC(=O)C(=C/C=C/C=C/N(C)C)C(=O)OC	-4.7
O=C(Nc1ccccc1)Nc1nnc(-c2ccccc2F)s1	-1.6
O=C(O)CCCCCN1C(=O)C(=O)/C(=C(/O)c2ccccc2)C1c1cccc([N+](=O)[O-])c1 (stereo not drawn)	-0.9
CC(O)c1ccc(NC(=O)c2cnn3c2NC(c2ccc(F)cc2)CC3C(F)(F)F)cc1 (stereo not drawn)	-11.6
COc1ccc(OC)c(N=Cc2c(O)n(-c3cc(OC)ccc3OC)c(=O)[nH]c2=O)c1	4.8
O=C1C(N2CCOCC2)=C/C(=N\S(=O)(=O)c2ccc(Cl)cc2)c2ccccc21	-4.7
CC(C)(C#N)NCCCCCCNC(C)(C)C#N	8.0
O=C(c1cccs1)N1CCN(C(c2ccccc2)c2ccccc2)CC1	11.6
O=C(CCCOc1ccc(Cl)cc1Cl)N1CCN(Cc2ccccc2)CC1	-0.3
CC(=O)Nc1ccc(Br)cc1C(NCC(=O)NN)c1ccccc1 (stereo not drawn)	-6.7
C=CCN1C(=O)/C(=C\c2ccc3ccccc3c2)SC1=S	18.7
